Compound activity as filed in PubChem BioAssay.
RECQ1 inh = blocks DNA unwinding by human RECQ1. P46063. RECQ1 DNA unwinding, red fluorescence kinetic read. Potency, µM (titrated, usually from 57.3 µM), without a hit: at the top dose activity, negative = inhibition, actives largely listed as inhibitors. hit rate 0.54% among 240,000. AID 2549;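 also: plate controls were vehicle for no effect and no enzyme for full effect; nearly all actives have a fitted effect of over 30% in size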
Target sequence (P46063 whole entry, looked up): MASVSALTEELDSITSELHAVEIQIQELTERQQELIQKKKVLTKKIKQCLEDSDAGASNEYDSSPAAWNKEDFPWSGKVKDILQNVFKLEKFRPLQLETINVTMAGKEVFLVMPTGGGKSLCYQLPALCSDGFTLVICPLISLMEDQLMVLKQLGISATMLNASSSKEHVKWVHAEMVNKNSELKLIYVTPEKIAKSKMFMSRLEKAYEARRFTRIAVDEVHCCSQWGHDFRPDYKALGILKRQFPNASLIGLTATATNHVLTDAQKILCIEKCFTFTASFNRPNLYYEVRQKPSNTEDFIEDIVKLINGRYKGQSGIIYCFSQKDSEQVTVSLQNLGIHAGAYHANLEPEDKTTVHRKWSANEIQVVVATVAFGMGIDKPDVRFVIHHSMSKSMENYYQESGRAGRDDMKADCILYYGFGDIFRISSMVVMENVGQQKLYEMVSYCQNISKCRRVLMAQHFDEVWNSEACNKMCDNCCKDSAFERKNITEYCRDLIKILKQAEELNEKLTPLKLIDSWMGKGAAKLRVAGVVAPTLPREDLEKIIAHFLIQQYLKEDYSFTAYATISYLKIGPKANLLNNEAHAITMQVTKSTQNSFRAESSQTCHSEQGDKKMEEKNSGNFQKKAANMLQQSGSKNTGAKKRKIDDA
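RECQ1T1 50 nM; forked duplex (20 bp + 30-nt ss tails) 200 nM, ATP 2 mM final; pH 8.0, 2 mM MgCl2, 2.5 ug/ml poly(dI-dC); 15 min compound preincubation; discontinuous kinetic read over 2 h at RT.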
TRb SRC2 PPI = TRbeta-SRC2 interaction inhibition; P10828; TRbeta-SRC2 peptide binding, fluorescence polarization; receptor liganded with 1 µM T3; Potency, µM (top dose mostly 106 µM), for the others: at the top dose activity change, negative = inhibition, hits mostly inhibitors; hit rate 0.065% among 280,000; AID 1469;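 also: plate controls were bound peptide for no effect and peptide without receptor for full effect; nearly all actives have a fitted effect of over 50% in size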
Target sequence (P10828 whole entry, looked up): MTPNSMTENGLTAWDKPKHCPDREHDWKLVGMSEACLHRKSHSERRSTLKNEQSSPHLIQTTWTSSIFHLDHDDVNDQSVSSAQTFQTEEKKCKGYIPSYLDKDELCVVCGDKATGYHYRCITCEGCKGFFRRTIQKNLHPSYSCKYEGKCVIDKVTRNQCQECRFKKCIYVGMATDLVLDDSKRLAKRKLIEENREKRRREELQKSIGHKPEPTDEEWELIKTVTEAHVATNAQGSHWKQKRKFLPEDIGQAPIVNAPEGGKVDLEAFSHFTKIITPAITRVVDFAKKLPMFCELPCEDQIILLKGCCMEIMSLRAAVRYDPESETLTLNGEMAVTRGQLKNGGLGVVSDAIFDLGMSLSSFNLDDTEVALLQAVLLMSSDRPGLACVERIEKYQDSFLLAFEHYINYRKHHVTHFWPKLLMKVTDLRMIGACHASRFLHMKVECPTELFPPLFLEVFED
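Each compound concentration gave % activity, normalized to unbound and bound Texas Red SRC2 controls, from polarization read after 5 hr ambient incubation with T3-loaded human TRb LBD.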
HTT ATP protect = protects HTT-Q103 PC12 cells, measured by ATP; hit rate 0.14% among 230,000; PC12 HTT-Q103 induced, cytoprotection, ATP luminescence, 40 h; AID 1471; Potency, µM (titrated, usually from 56.4 µM), inactives show cytoprotection (ATP increase), hits mostly activators;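 also: % of control where 0% means no effect; nearly all actives have a fitted effect of over 45% in size; toxic huntingtin expression switched on by the ecdysone agonist tebufenozide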
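Compounds added alongside 100 nM tebufenozide, which induces toxic Q103 huntingtin exon 1-GFP in stable PC12 cells; surviving cells quantified by luminescent ATP measurement. Medium: phenol red-free DMEM, 5% equine and 5% calf serum.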
Tau FP inhib = tau fibrillization inhibition (FP) | P10636 | K18 P301L tau heparin fibrillization, Alexa594 FP, 6 h | Potency, µM (doses to about 57.7 µM), inactives show at the top dose activity, negative = inhibition, most hits filed as inhibitors | hit rate 0.39% among 280,000 | AID 1468; also: % is scaled to controls: 0 for no effect and ±100 for the full control effect; nearly all actives have a fitted effect of over 55% in size
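Compound effects on tau fibrillization are measured by Alexa 594 fluorescence polarization (ex 555, em 632 nm). K18 P301L tau is used at 15 uM with 0.24 uM labeled tracer, and 20 uM heparin induces aggregation over 6 hr at 37 C.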
Tau ThT inhib = inhibitors of human tau fibril formation, thioflavin T binding. P10636. recombinant tau K18 P301L, heparin-induced fibrillization, ThT fluorescence. Potency, µM (series often up to 57.4 µM), without a hit: at the highest dose activity, negative = inhibition, usual class: inhibitors. hit rate 2.1% among 270,000; also: % is scaled to controls: 0 for no effect and ±100 for the full control effect; nearly all actives have a fitted effect of over 55% in size
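Using a mix of unlabeled (15 uM) and Alexa 594-labeled (0.24 uM) tau K18 P301L, heparin-triggered fibrillization over 6 hr at 37 C was scored by ThT fluorescence.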
TR SRC2 fluor cs = Texas Red fluorescence interference in TRb-SRC2 counter-screen; hit rate 0.29% among 280,000; Potency, µM (highest dose often 106 µM), for the others: at the highest dose fluorescence change, negative = quenching; AID 1479; TRb/SRC2 Texas Red total fluorescence interference; active = well fitted curve in either direction with a large enough effect; inconclusive = small, poorly fitted or top-dose-only effect; also: % is scaled to controls: 0 for no effect and ±100 for the full control effect
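Flags fluorescent or light-absorbing compounds by total fluorescence, S + 2P, at 555 nm excitation and 632 nm emission. Mixture: 20 nM Texas Red SRC2 peptide, 0.6 uM human TRb LBD, 1 uM T3, 5% DMSO; compound exposure 5 h at ambient temperature.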
L3MBTL1 block = inhibitors of human L3MBTL1 | Q9Y468 | AlphaScreen L3MBTL1–H3K9me1 peptide binding | Potency, µM (titrated, usually from 57.1 µM), inactives show top-dose activity, negative = inhibition, usual class: inhibitors | hit rate 0.66% among 230,000; also: % is scaled to controls: 0 for no effect and ±100 for the full control effect; nearly all actives have a fitted effect of over 60% in size
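AlphaScreen proximity signal between nickel-chelate acceptor and streptavidin donor beads (final 10 ug/mL) reports binding of 50 nM L3MBTL1 to 75 nM biotin-H3 K9me1 peptide; complex incubated with compounds 30 min at room temperature; cefsulodin titration as control.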
Tau fluor cs = counter-screen for tau fibril formation inhibitors | tau K18 P301L Alexa594 fluorescence, heparin fibrillization | Potency, µM (series often up to 57.7 µM), without a hit: top-dose activity change, negative = decrease | hit rate 0.93% among 280,000; also: % is scaled to controls: 0 for no effect and ±100 for the full control effect; nearly all actives have a fitted effect of over 55% in size
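Human tau K18 P301L (15 uM unlabeled, 0.24 uM Alexa 594-labeled) in 100 mM sodium acetate pH 7 with 20 uM heparin, 6 hr at 37 C. ThT 30 uM added, 1 hr ambient; Alexa 594 FP and total fluorescence read at 555/632 nm.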
An asterisk follows results filed as active; i = inactive; ? = inconclusive; · = not tested or not shown; [ ] = dose if it differs, or a comment. Unless noted, calls follow the shape of the dose curve; as a rule, active = well fitted curve in the direction sought with a large enough effect; inconclusive = small, poorly fitted or top-dose-only effect, or another doubt; inactive = no such curve, though single readings can be large; an effect the other way counts as inactive or inconclusive. Potency is read from the fitted curve at half-maximal effect. The list is partial; count on the stated rates, not on these rows.

SMILES | RECQ1 inh | TRb SRC2 PPI | HTT ATP protect | Tau FP inhib | Tau ThT inhib | TR SRC2 fluor cs | L3MBTL1 block | Tau fluor cs
Cc1ccccc1NC(=O)c1ccc(CN2CCc3ccccc3C2)cc1 | -16.5% | -2.9% | 9.5%[10 µM] | -0.4% | -12.8% | -4.6% | ? | -8.3%
COc1ccccc1N1CCN(c2csc3ccccc3c2=O)CC1 | · | 4.3% | · | -8.4% | ? | 2.1% | · | -26.4%
COc1ccccc1CNC(=O)CCCCn1c(=O)c2ccccc2n(Cc2ccccc2F)c1=O | · | 3.9% | · | -6.9% | 1.5% | -20.2% | · | -6.6%
COC(=O)c1cccc(COC(=O)c2ccc(N(C)C)cc2)c1 | -3.9% | -3.5% | 2.8%[1.9 µM] | 4.2% | ? | -1.1% | 9.9% | ?
Cc1occc1C(=O)NC(C)C12CC3CC(CC(C3)C1)C2 (configuration not stated) | -7.8% | -1.1% | 17.2%[10 µM] | -4.0% | -12.0% | -4.5% | -6.6% | -10.7%
CCN(CC)CCOC(=O)c1ccc(NC(=O)c2cccc(C)c2[N+](=O)[O-])cc1 | -3.3% | -1.3% | -34.0%[inhibitor] | 2.8% | -6.4% | -4.9% | 17.8% | -6.0%
COc1ccc(C2CC(=O)Nc3n[nH]c(-c4ccccc4)c32)cc1OC (configuration not stated) | -0.1% | 0.6% | 11.0%[10 µM] | -6.6% | -16.2% | -0.2% | -0.9% | -14.8%
Cc1ccc(NS(=O)(=O)c2cc(NC(=O)C(C)Oc3ccccc3)ccc2C)c(C)c1 (configuration not stated) | -8.8% | -2.4% | -9.0%[10 µM] | 5.1% | 6.9% | -1.4% | -8.1% | 1.4%
CC(C)NC(=O)c1ccccc1S(=O)c1ccccc1C#N (configuration not stated) | -7.0% | -0.5% | -1.9% | -10.1% | -12.1% | -1.3% | -0.2% | -4.2%
COc1ccc(N2CCN(C(=O)CSc3ncnc4c3cnn4-c3ccccc3C)CC2)cc1 | -1.8% | 3.2% | -4.7%[10 µM] | 11.5% | -1.4% | -2.5% | -2.5%[11.4 µM] | 4.7%
O=C(NCCc1ccc(Cl)cc1)c1ccc(CS(=O)Cc2ccccc2Cl)o1 (configuration not stated) | · | -13.3% | · | -5.7% | ? | 0.1% | · | -23.5%
CCOC(=O)c1c(CN2CCCCC2)oc2ccc(O)cc12 | -3.3% | -6.6% | -0.9% | -5.3% | -9.4% | -4.0% | · | -4.4%
N/C(=N\OC(=O)C(c1ccccc1)c1ccccc1)c1cccnc1 | -14.3% | -9.3% | 11.6% | 3.3% | -6.4% | -1.1% | 19.8% | -14.5%
Cc1cc2cc(CNC(=O)c3ccc(S(=O)(=O)N4CCCC4)cc3)ccc2n1C | ? | 35.5µM* | 9.0%[10 µM] | ? | ? | 44.7µM*[fluorescent] | -7.6% | -3.8%
Clc1cccc(Cl)c1Cn1nnc(N2CCCC2)n1 | -5.3% | -3.6% | 3.9%[10 µM] | -9.2% | -13.3% | -4.6% | 6.3% | -20.8%
CC(C)NCc1c(O)c(Br)cc2oc3c(c12)CCCC3 | i | 1.1% | 4.1%[10 µM] | 0.7% | -17.5% | 0.3% | 0.9% | -11.3%
CC(C)=CCCC1=CCC2C(=O)NNC(=O)C2C1 (configuration not stated) | 0.9% | -2.6% | 0.6%[10 µM] | -1.3% | -5.0% | -2.4% | 8.2% | -2.0%
Cc1ccc(S(=O)(=O)N2CCOCC2)cc1C(=O)N1CCOCC1 | i | -2.4% | -2.4% | 2.5% | -10.8% | -8.6% | · | -2.4%
CCN(CC)c1ccc(C(=O)OCC(=O)N(C(C)C)C(C)C)cc1 | -1.6% | 0.8% | -11.0%[10 µM] | 7.3% | -10.0% | -5.4% | 25.9% | -0.8%
CC(=O)c1cccc(NC(=O)c2ccc(Br)o2)c1 | -2.4% | -12.7% | -18.8%[10 µM] | -7.3% | ? | -1.7% | -0.5% | -9.3%
O=C(NCc1cccnc1)C1COc2ccccc2O1 (configuration not stated) | -14.8% | -5.1% | 14.2% | 1.3% | -0.3% | -4.9% | 6.0% | 1.4%
Cc1ccc(S(=O)(=O)N2Cc3ccccc3CC2C(=O)Nn2cnnc2)cc1 (configuration not stated) | -10.7% | -2.2% | -13.4%[10 µM] | 4.2% | -0.5% | 0.6% | 5.2% | 5.9%
CC(C)NC(=O)c1nn(-c2ccccc2F)nc1CO | · | -6.3% | · | 1.1% | -5.2% | 1.6% | · | -5.4%
COc1cc(-c2nc3n(n2)C(c2ccc(F)cc2)C2=C(CCCC2=O)N3)cc(OC)c1OC (configuration not stated) | -6.9% | 7.5% | -37.7% | -3.9% | 7.8% | 0.9% | -0.7% | -9.2%
CN(C)c1ccc(/C=N/O)cc1 | -4.0% | 1.2% | -44.7%[inhibitor] | 3.4% | -15.6% | -2.0% | · | -3.1%
SMILES | RECQ1 inh | TRb SRC2 PPI | HTT ATP protect | Tau FP inhib | Tau ThT inhib | TR SRC2 fluor cs | L3MBTL1 block | Tau fluor cs
Cc1cccc2cc(CNCC3CCCO3)c(Cl)nc12 (configuration not stated) | i | -11.9% | ? | 7.7% | -12.3% | -1.7% | 7.3% | -5.9%
O=C(CSc1nc2ncc(Cl)cc2[nH]1)NCCc1ccc(F)cc1 | -12.1% | -8.8% | -15.7% | -5.9% | -10.5% | 0.9% | · | -15.4%
CC(=O)NS(=O)(=O)c1cccnc1Nc1ccc(Cl)c(Cl)c1 | i | -0.2% | 17.8% | -3.4% | -3.2% | -3.7% | · | -8.9%
Cc1c(Cl)cccc1NC(=O)Cn1c(CCC(=O)O)ccc1-c1cccs1 | · | 3.9% | · | -2.3% | ? | ? | · | -21.6%
CC(=O)Oc1ccc(/C=C/C(=O)CC2OC(Oc3cc(OC(C)=O)c4c(c3)O[C@@H](c3ccc(OC(C)=O)cc3)CC4=O)C(OC(C)=O)C(OC(C)=O)C2OC(C)=O)cc1 (some centres not stated) | -4.2% | -2.2% | 0.0%[1.9 µM] | 0.9% | -1.1% | -0.3% | · | -1.6%
CCn1ncc(Br)c1C(=O)Nc1cc([N+](=O)[O-])ccc1C | i | 2.1% | 7.8%[10 µM] | 0.7% | -5.1% | 0.0% | -5.7% | -4.6%
Cc1ccc(CNC(=O)Nc2cn(CC(C)C)c(=O)c3ccccc23)cc1 | · | -14.0% | · | 3.2% | -9.9% | -5.4% | · | -18.4%
CN1CCN(S(=O)(=O)c2ccc(NC(=O)C3CCCO3)cc2)CC1 (configuration not stated) | -4.7% | -7.1% | 5.6% | -6.5% | 0.4% | -4.2% | 0.8% | -5.8%
Nc1nc(CSc2ccccc2)nc(N2CCCCC2)n1 | i | -2.2% | · | -2.0% | -9.2% | -1.8% | -6.1% | -16.3%
CCCCCCCCc1c(O)nc(-n2[nH]c(C)c(CCO)c2=O)[nH]c1=O | i | 1.6% | · | 9.3% | -17.6% | 0.6% | -54.9% | 6.6%
COc1ccc(CCNC(=O)Cc2c(C)c3ccc(O)c(C)c3oc2=O)cc1OC | · | 5.4% | · | -5.7% | -2.4% | -2.6% | · | -7.2%
O=S(=O)(/N=C(/c1ccccc1)N1CCCCC1)c1ccccc1 | -3.0% | 16.4% | 12.2%[10 µM] | 2.2% | 0.2% | -1.1% | -3.1% | -1.1%
Cc1cc2oc(=O)c(CC(=O)NCCc3ccccc3F)c(C)c2c2occ(C(C)(C)C)c12 | · | -9.2% | · | -4.0% | ? | 0.0% | · | -17.5%
CCCSc1ncc(Cl)c(C(=O)Nc2scc(-c3ccc(C)cc3)c2C(=O)OCC)n1 | · | -1.1% | · | -2.1% | -14.8% | 8.3% | · | -11.2%
Cc1ccc(S(=O)(=O)NCCc2nnc3ccc(NCCCOC(C)C)nn23)cc1 | ? | -2.9% | -10.5% | 8.6% | -0.4% | -0.7% | 12.8% | -1.5%
Cc1cccc(-n2c(SCc3cc(=O)n4ccsc4n3)nc3ccccc32)c1 | -2.3% | 3.7% | 3.5%[10 µM] | -0.9% | 2.8% | 1.0% | ? | 0.8%
c1nc(NCC2(N3CCOCC3)CCCCC2)c2ccsc2n1 | -2.3% | 1.8% | -20.6%[0.074 µM] | 6.4% | 1.0% | -2.1% | -17.3% | -1.4%
CCOc1cc2[nH]c(=S)n(CCN3CCC(C)CC3)c(=O)c2cc1OCC | -1.1% | -7.2% | 1.2% | 0.9% | -7.2% | -2.2% | 6.7% | -6.7%
COc1cc(/C=N/NC(=O)CSc2n[nH]c(=O)[nH]c2=O)cc(OC)c1O | -1.4% | 10.6% | -24.5% | -7.9% | -17.9% | -3.1% | · | -13.3%
COc1cccc(CNC(=O)c2cnc3sc(N4CCCC4)nn3c2=O)c1OC | · | 2.8% | · | -2.9% | -1.2% | -5.4% | · | -3.1%
CC(=O)C1=C(c2ccccc2)OC(N)=C(C#N)C1c1ccccc1C (configuration not stated) | -7.0% | -5.8% | 29.8%[10 µM] | -11.2% | ? | 4.7% | -1.2% | -25.5%
COCCCn1c(SCC(=O)Nc2ccccc2)nnc1-c1ccncc1 | -2.4% | -2.3% | 18.8%[10 µM] | -4.2% | -2.3% | -2.3% | 14.9% | -0.1%
CCC(=O)N1c2ccccc2CC1C(=O)NCCc1ccc(OC)c(OC)c1 (configuration not stated) | · | 15.4% | · | -2.1% | -0.1% | -2.5% | · | 1.8%

Random excerpt: two compounds from above
SMILES | RECQ1 inh | TRb SRC2 PPI | HTT ATP protect | Tau FP inhib | Tau ThT inhib | TR SRC2 fluor cs | L3MBTL1 block | Tau fluor cs
COc1cccc(CNC(=O)c2cnc3sc(N4CCCC4)nn3c2=O)c1OC | · | 2.8% | · | -2.9% | -1.2% | -5.4% | · | -3.1%
CC(C)NC(=O)c1ccccc1S(=O)c1ccccc1C#N (configuration not stated) | -7.0% | -0.5% | -1.9% | -10.1% | -12.1% | -1.3% | -0.2% | -4.2%
